# HPDE-C7 cytotoxicity = HPDE-C7 pancreatic duct cell viability loss – fluorescence, HTS (AID 430); 63,000 compounds, 1.8% hits; HPDE-C7 pancreatic duct cells viability, fluorescence; higher % means a stronger effect; cytotoxicity, % at 10 µM; hits with a dose series show EC50 in µM;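 note: cells exposed to compound for 48 hours before viability readout; 0% = vehicle and 100% = reference cytotoxic drug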
# LYP phosphatase = inhibition of human PTPN22 tyrosine phosphatase – biochemical, DiFMUP fluorescence, recombinant catalytic domain, 10 µM, primary screen (AID 606); recombinant LYP catalytic domain, DiFMUP fluorescence; higher % means a stronger effect; inhibition, % at 10 µM; hits with a dose series show IC50 in µM; 52,000 tested, under 10 active;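 active = IC50 under 40 µM in the dose-response test; inactive = IC50 of 40 µM or more, or never dose-tested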
# KRASV12 cytotoxicity = cytotoxicity in KRAS-transformed pancreatic duct cells, primary screen, cell-based, fluorescence, HTS (AID 431); 63,000 compounds, 1.7% hits; one-dose cytotoxicity, % at 10 µM; EC50 in µM for titrated hits; HPDE-C7K KRASV12 cells, Alamar Blue viability, 48 h; higher % means a stronger effect;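 active = compounds whose percent cytotoxicity in the single-dose primary screen, scaled between solvent and toxic-drug controls, exceeds 50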;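 note: 0% = DMSO solvent wells and 100% = doxorubicin-treated wells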
# Bfl-1 displacement = displacement of Bid BH3 peptide from Bfl-1 – biochemical, fluorescence polarization, FITC-Bid, mouse, primary screen (AID 432); FITC-Bid BH3 peptide fluorescence polarization displacement; higher % means a stronger effect; displacement, % at 20 µM, or IC50 in µM where a hit was titrated; 64,000 compounds, 0.02% hits; in the data active = a potency from the dose series; inactive = the rest, 99 in 100 with displacement below about 15%; note: strong numbers were not always called active
# MK inhibit = inhibitors of Streptococcus pneumoniae mevalonate kinase; purified MK, PK/LDH-coupled NADH absorbance 340 nm; inhibition, % at 10 µM; 65,000 compounds, 0.48% hits; AID 555;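 active = ranked among the strongest by inhibition in the single 10 µM screen, a fixed top-ranked set picked for dose follow-up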; note: no value below 0 was filed
# Spn DPM-DC inh = S. pneumoniae DPM-DC inhibition | 65,000 compounds, 0.49% hits | purified DPM-DC, PK/LDH coupled NADH fluorescence | AID 556 | calls only at 10 µM;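 active = the 320 compounds with the highest percent inhibition in the single-dose primary screen, excluding strongly autofluorescent ones, cut at about 32% in these data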;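 note: kinetic rate of NADH fluorescence loss reporting ADP formed by the decarboxylase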
# HT1080 cytotoxicity = HT1080 cell viability loss – fluorescence readout (AID 620); HT1080 viability, fluorescence; higher % means a stronger effect; cytotoxicity, % at 10 µM; hits with a dose series show EC50 in µM; 87,000 compounds, 0.42% hits;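 note: cells exposed to compound overnight then 4 h with Alamar Blue; 0% = vehicle DMSO and 100% = killing control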
# PMK inhibit = blocks S. pneumoniae phosphomevalonate kinase | purified PMK, PK/LDH-coupled NADH absorbance 340 nm | inhibition, % at 10 µM | 65,000 compounds, 0.49% hits;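 active = top-ranked compounds by inhibition in the single 10 µM screen, taking a fixed number of the strongest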;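 note: 0% = full reaction with DMSO carrier and 100% = background rate without enzyme reaction; no value below 0 was filed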
# Alkaline phosphatase = human TNAP enzyme inhibitors, biochemical, luminescent (AID 518); purified TNAP enzyme, luminescent substrate readout; higher % means a stronger effect; one-dose inhibition, % at 20 µM; IC50 in µM for titrated hits; 64,000 compounds, 0.09% hits; in the data active = a potency from the dose series; inactive = the rest, 99 in 100 with inhibition below about 22%;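 note: plate controls were vehicle for no effect and reference inhibitor for full effect; many of its hits are not listed in these tables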
# PMK inhibit pilot replicates = further read-out of PMK inhibit, marked with its call; inhibition, %; measured here: pilot screen replicates
# MK inhibit pilot replicates = further read-out of MK inhibit, marked with its call; inhibition, %; measured here: pilot screen replicates
# Spn DPM-DC inh pilot screen % = further read-out of Spn DPM-DC inh, marked with its call; inhibition, %; measured here: pilot screen trials
# * = called active by the depositor; i = inactive; . = no result given. Cut-off read from the data, not from the text of the source, unless noted: active = cytotoxicity above about 50%; inactive = the rest.
SMILES,HPDE-C7 cytotoxicity,LYP phosphatase,KRASV12 cytotoxicity,Bfl-1 displacement,MK inhibit,Spn DPM-DC inh,HT1080 cytotoxicity,PMK inhibit,Alkaline phosphatase,others
CCC(C)NC(=O)C1(C)CCC(=O)N1CCc1ccc(OC)c(OC)c1 (stereo not given),-1%,7%,-7%,0%,5,i,0%,9,12%,PMK inhibit pilot replicates=2.0;MK inhibit pilot replicates=3.5;Spn DPM-DC inh pilot screen %=3.0
COC(=O)CSc1nnc(CNC(=O)c2cccs2)n1-c1cccc(C)c1,-19%,.,-18%,-2%,5,i,7%,15,6%,
N#Cc1c(N)c(C(=O)c2ccccc2)n2c1CCCC2,-21%,7%,-10%,1%,6,i,10%,3,17%,PMK inhibit pilot replicates=3.0;MK inhibit pilot replicates=0.0;Spn DPM-DC inh pilot screen %=1.5
O=C(OCn1nnc2ccccc2c1=O)c1cc2ccccc2o1,4%,8%,-1%,2%,3,i,-6%,16,14%,PMK inhibit pilot replicates=5.5;MK inhibit pilot replicates=0.0;Spn DPM-DC inh pilot screen %=0.0
CSc1nc(-c2ccco2)nn1C(=O)c1ccc(C)cc1,0%,5%,-3%,4%,11,i,-3%,0,11%,
COc1cc(C)c(S(=O)(=O)Nc2ccccc2F)cc1C,7%,14%,7%,-9%,5,i,5%,1,1%,
Cc1ccc(S(=O)(=O)N2CCN(C(=O)CSc3nc4ccccc4c(=O)[nH]3)CC2)c(C)c1,-8%,2%,-2%,-3%,7,i,3%,15,2%,PMK inhibit pilot replicates=0.0;MK inhibit pilot replicates=0.0;Spn DPM-DC inh pilot screen %=0.0
CCC(=O)Nc1cc(-c2nnc(OC)c3ccccc23)ccc1N1CCOCC1,5%,2%,4%,0%,12,i,11%,10,13%,
CC(C)(C)OC(=O)N1CC=C2C(C#N)=C(N)C(C#N)(C#N)[C@H](c3cccnc3)[C@H]2C1,-6%,-2%,25%,18%,8,i,.,0,15%,PMK inhibit pilot replicates=0.0;MK inhibit pilot replicates=0.0;Spn DPM-DC inh pilot screen %=5.5
COCCNC(=O)C(c1ccco1)N(C(=O)Cn1nnc2ccccc21)c1cc(C)ccc1C (stereo not given),-1%,9%,-11%,12%,1,i,12%,10,2%,

# As a short view, ten of the compounds above.
SMILES,HPDE-C7 cytotoxicity,LYP phosphatase,KRASV12 cytotoxicity,Bfl-1 displacement,MK inhibit,Spn DPM-DC inh,HT1080 cytotoxicity,PMK inhibit,Alkaline phosphatase,others
CCC(C)NC(=O)C1(C)CCC(=O)N1CCc1ccc(OC)c(OC)c1 (stereo not given),-1%,7%,-7%,0%,5,i,0%,9,12%,PMK inhibit pilot replicates=2.0;MK inhibit pilot replicates=3.5;Spn DPM-DC inh pilot screen %=3.0
COC(=O)CSc1nnc(CNC(=O)c2cccs2)n1-c1cccc(C)c1,-19%,.,-18%,-2%,5,i,7%,15,6%,
N#Cc1c(N)c(C(=O)c2ccccc2)n2c1CCCC2,-21%,7%,-10%,1%,6,i,10%,3,17%,PMK inhibit pilot replicates=3.0;MK inhibit pilot replicates=0.0;Spn DPM-DC inh pilot screen %=1.5
O=C(OCn1nnc2ccccc2c1=O)c1cc2ccccc2o1,4%,8%,-1%,2%,3,i,-6%,16,14%,PMK inhibit pilot replicates=5.5;MK inhibit pilot replicates=0.0;Spn DPM-DC inh pilot screen %=0.0
CSc1nc(-c2ccco2)nn1C(=O)c1ccc(C)cc1,0%,5%,-3%,4%,11,i,-3%,0,11%,
COc1cc(C)c(S(=O)(=O)Nc2ccccc2F)cc1C,7%,14%,7%,-9%,5,i,5%,1,1%,
Cc1ccc(S(=O)(=O)N2CCN(C(=O)CSc3nc4ccccc4c(=O)[nH]3)CC2)c(C)c1,-8%,2%,-2%,-3%,7,i,3%,15,2%,PMK inhibit pilot replicates=0.0;MK inhibit pilot replicates=0.0;Spn DPM-DC inh pilot screen %=0.0
CCC(=O)Nc1cc(-c2nnc(OC)c3ccccc23)ccc1N1CCOCC1,5%,2%,4%,0%,12,i,11%,10,13%,
CC(C)(C)OC(=O)N1CC=C2C(C#N)=C(N)C(C#N)(C#N)[C@H](c3cccnc3)[C@H]2C1,-6%,-2%,25%,18%,8,i,.,0,15%,PMK inhibit pilot replicates=0.0;MK inhibit pilot replicates=0.0;Spn DPM-DC inh pilot screen %=5.5
COCCNC(=O)C(c1ccco1)N(C(=O)Cn1nnc2ccccc21)c1cc(C)ccc1C (stereo not given),-1%,9%,-11%,12%,1,i,12%,10,2%,

# The listing continues.
SMILES,HPDE-C7 cytotoxicity,LYP phosphatase,KRASV12 cytotoxicity,Bfl-1 displacement,MK inhibit,Spn DPM-DC inh,HT1080 cytotoxicity,PMK inhibit,Alkaline phosphatase,others
CCOc1ccc(C2C(C#N)=C(N)SC(N)=C2C#N)c(OCC)c1,-3%,-15%,6%,-14%,9,i,6%,17,-12%,
COc1cccc(-c2nnc(NC(C)=O)o2)c1,8%,-12%,10%,-2%,6,i,-5%,13,14%,PMK inhibit pilot replicates=5.5;MK inhibit pilot replicates=0.5;Spn DPM-DC inh pilot screen %=0.0
COC(=O)C1=C(C)NC(C)=C(C(=O)OC)C1C(=O)OCCN1C(=O)c2ccccc2C1=O,3%,.,1%,2%,0,i,7%,19,3%,
CCNC(=O)NC(=O)C(C)Oc1ccc(C(=O)OC)cc1 (stereo not given),3%,-31%,2%,3%,5,i,5%,11,6%,
CCC12CN3CC(CC)(CN(C1)C3c1ccccc1Cl)C2O (stereo not given),-13%,-8%,-9%,-9%,6,i,3%,9,6%,
COc1cc2c(cc1OC)C(C(=O)NCC1COc3ccccc3O1)C(c1cccnc1)N(C)C2=O (stereo not given),-2%,7%,-2%,-6%,9,i,-4%,0,6%,
Cc1cc(C)n(Cc2ccccc2F)c(=O)c1C#N,-12%,.,0%,1%,10,i,5%,5,-1%,
O=S(=O)(Cc1ccccc1)N1CCCCCC1,-14%,3%,-11%,-3%,2,i,-1%,8,14%,PMK inhibit pilot replicates=7.5;MK inhibit pilot replicates=0.0;Spn DPM-DC inh pilot screen %=2.0
CCCSc1nnc(-c2cccc(S(=O)(=O)N(C)C)c2)n1-c1cc(OC)ccc1OC,8%,3%,-8%,-2%,6,i,-6%,12,10%,
CCN1CC2CCCC3(C1)C(=O)NC1(CCCCC1)N=C23 (stereo not given),2%,-7%,-15%,-5%,0,i,-2%,19,3%,
CCOC(=O)CCCNC(=O)CCNC(=O)c1ccc(OC)cc1,-20%,.,-17%,5%,7,i,4%,0,4%,
COc1cccc(NC(=O)CCN2CCN(c3ccccc3F)CC2)c1,-4%,.,26%,-1%,3,i,.,0,11%,
Nc1nnc(C(=O)c2ccccc2N)s1,-7%,13%,4%,8%,0,i,30%,9,16%,PMK inhibit pilot replicates=1.0;MK inhibit pilot replicates=0.0;Spn DPM-DC inh pilot screen %=2.0
CCCCCCNC(=O)c1c(O)c2ccccc2[nH]c1=O,4%,.,-2%,-2%,0,i,-5%,0,13%,
Cn1c(=S)[nH]c2cccnc21,-7%,9%,-3%,-7%,12,i,-7%,9,10%,
O=C(NCCn1ccc2ccccc21)C1CCCCC1,-12%,.,3%,7%,6,i,2%,5,5%,
CC12CS(=O)(=O)CC1SC(=S)N2c1ccccn1 (stereo not given),7%,.,7%,6%,0,i,-6%,13,21%,
Cc1ccccc1-n1c(SCc2c(C)noc2C)nnc1-c1ccncc1,-11%,1%,-7%,-8%,7,i,3%,0,9%,PMK inhibit pilot replicates=0.0;MK inhibit pilot replicates=0.0;Spn DPM-DC inh pilot screen %=0.0
Cc1cc(/C=N/n2cnnc2)c(C)n1-c1cc(Cl)ccc1Cl,6%,3%,1%,-2%,2,i,-2%,11,4%,
O=C(O)CC1C(=O)NCCN1Cc1ccc(F)c(F)c1 (stereo not given),-4%,-8%,1%,-5%,3,i,0%,0,8%,
CN1CCc2c(sc3c2C(=O)NC(c2ccc4c(c2)OCO4)N3)C1 (stereo not given),.,6%,.,34%,13,i,-1%,11,21%,
CC(C)Cc1nnc(NC(=O)c2ccncc2)s1,.,2%,.,3%,0,i,-4%,14,7%,
CC(C)Sc1ncnc2c1oc1ccccc12,1%,.,-7%,-1%,0,i,0%,9,9%,
COc1ccc(-c2cc(C(F)(F)F)n3nc(C(=O)NCc4ccco4)cc3n2)cc1,-12%,12%,1%,4%,0,.,-1%,0,-3%,
C=CCNC(=O)CCCOc1cccc(C)c1,-1%,-19%,5%,-9%,0,i,1%,0,16%,
COc1ccc(N2C(=O)c3cccc4cccc(c34)C2=O)nn1,4%,-2%,4%,15%,16,i,4%,8,9%,PMK inhibit pilot replicates=0.5;MK inhibit pilot replicates=0.0;Spn DPM-DC inh pilot screen %=6.0
O=C(CNC(=O)c1cccs1)NCCN1CCN(c2ccccc2F)CC1,9%,1%,30%,-4%,8,i,.,25*,9%,PMK inhibit pilot replicates=8.5*;MK inhibit pilot replicates=3.5;Spn DPM-DC inh pilot screen %=1.5
CN(Cc1ccccc1)C(=O)c1ccc2c(c1)OCCO2,-16%,-3%,1%,-1%,8,i,5%,11,2%,
O=C(c1ccc2ccccc2c1)N1CCN(c2ccccc2)CC1,-5%,0%,-12%,-4%,0,i,-1%,0,4%,
O=C(O)c1cc(S(=O)(=O)N2CCCC2)ccc1Br,5%,.,5%,3%,4,i,-8%,3,7%,
CC(C)CN(C(=O)COC(=O)c1cc2ccccc2oc1=O)C1CCS(=O)(=O)C1 (stereo not given),-8%,16%,-5%,3%,2,i,-3%,12,4%,
Cc1ccccc1NC(=O)CSc1nnnn1C,-8%,.,-17%,-4%,0,i,1%,4,-11%,
C=C(C)c1cccc(C(C)(C)NC(=O)NCCCN2CCCC2=O)c1,-15%,4%,-16%,0%,2,i,1%,20,3%,
COC(=O)c1ccc(S(=O)(=O)NCCSc2nnc3c4ccccc4n(C)c3n2)cc1,4%,-5%,14%,-8%,6,i,-1%,21,9%,
CCCC(c1nnnn1Cc1ccco1)N1CCN(C(=O)c2ccco2)CC1 (stereo not given),34%,8%,28%,-4%,0,i,-4%,22,3%,
O=C(O)c1ccc(Cl)c2c1C1C=CCC1C(c1ccccn1)N2 (stereo not given),-5%,-7%,7%,34%,4,i,-6%,2,6%,
Cn1c(SCC(N)=O)nnc1-c1ccccc1,0%,7%,3%,4%,19,i,11%,9,2%,
CCn1c(C(O)c2ccccc2)nc2ccccc21 (stereo not given),-4%,-3%,0%,-3%,1,i,18%,1,10%,
CCc1cccc(NS(=O)(=O)c2c(C)n[nH]c2C)c1,4%,.,-1%,2%,11,i,8%,7,14%,PMK inhibit pilot replicates=4.5;MK inhibit pilot replicates=0.0;Spn DPM-DC inh pilot screen %=0.0
CCCOc1ccc(CC(CC(=O)O)(C(=O)O)C(=O)O)cc1,-10%,-5%,5%,-1%,9,i,-2%,0,5%,
Cc1ccc(S(=O)(=O)NCc2ccc(C(=O)NCCCN3CCN(C)CC3)cc2)cc1,-14%,1%,-11%,0%,0,i,-2%,16,4%,

# Screening results as filed in PubChem BioAssay.
